Screening results as filed in PubChem.
STEP block – inhibitors of human striatal-enriched phosphatase STEP; recombinant STEP, OMFP fluorogenic substrate, fluorescence; inhibition, % at 20 µM; actives 0.25% (n = 360,000); AID 588621;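 active = inhibition at 20 µM, scaled per plate between control wells, above about 37%, limit read from the data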;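 also: 0% = DMSO with enzyme and substrate and 100% = substrate only without enzyme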
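System: STEP (striatal-enriched tyrosine phosphatase) enzyme, cell-free; medium: Bis-Tris pH 6.0 buffer with DTT, detergent; dosing: 20 µM, 1% DMSO; times: reaction 20 min, ambient temperature; detection: fluorescence, 480/540 nm; read-out basis: normalized % inhibition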
Rin1 Abl inh – blocks binding of human Rin1 to Abl. P00519+Q13671. TR-FRET Rin1/Abl binding, biochemical. inhibition, % at 7.35 µM. actives 0.4% (n = 360,000). AID 588664; in the data active = inhibition above about 5%, passing the limit was not always enough
Target sequence (P00519 whole entry, looked up): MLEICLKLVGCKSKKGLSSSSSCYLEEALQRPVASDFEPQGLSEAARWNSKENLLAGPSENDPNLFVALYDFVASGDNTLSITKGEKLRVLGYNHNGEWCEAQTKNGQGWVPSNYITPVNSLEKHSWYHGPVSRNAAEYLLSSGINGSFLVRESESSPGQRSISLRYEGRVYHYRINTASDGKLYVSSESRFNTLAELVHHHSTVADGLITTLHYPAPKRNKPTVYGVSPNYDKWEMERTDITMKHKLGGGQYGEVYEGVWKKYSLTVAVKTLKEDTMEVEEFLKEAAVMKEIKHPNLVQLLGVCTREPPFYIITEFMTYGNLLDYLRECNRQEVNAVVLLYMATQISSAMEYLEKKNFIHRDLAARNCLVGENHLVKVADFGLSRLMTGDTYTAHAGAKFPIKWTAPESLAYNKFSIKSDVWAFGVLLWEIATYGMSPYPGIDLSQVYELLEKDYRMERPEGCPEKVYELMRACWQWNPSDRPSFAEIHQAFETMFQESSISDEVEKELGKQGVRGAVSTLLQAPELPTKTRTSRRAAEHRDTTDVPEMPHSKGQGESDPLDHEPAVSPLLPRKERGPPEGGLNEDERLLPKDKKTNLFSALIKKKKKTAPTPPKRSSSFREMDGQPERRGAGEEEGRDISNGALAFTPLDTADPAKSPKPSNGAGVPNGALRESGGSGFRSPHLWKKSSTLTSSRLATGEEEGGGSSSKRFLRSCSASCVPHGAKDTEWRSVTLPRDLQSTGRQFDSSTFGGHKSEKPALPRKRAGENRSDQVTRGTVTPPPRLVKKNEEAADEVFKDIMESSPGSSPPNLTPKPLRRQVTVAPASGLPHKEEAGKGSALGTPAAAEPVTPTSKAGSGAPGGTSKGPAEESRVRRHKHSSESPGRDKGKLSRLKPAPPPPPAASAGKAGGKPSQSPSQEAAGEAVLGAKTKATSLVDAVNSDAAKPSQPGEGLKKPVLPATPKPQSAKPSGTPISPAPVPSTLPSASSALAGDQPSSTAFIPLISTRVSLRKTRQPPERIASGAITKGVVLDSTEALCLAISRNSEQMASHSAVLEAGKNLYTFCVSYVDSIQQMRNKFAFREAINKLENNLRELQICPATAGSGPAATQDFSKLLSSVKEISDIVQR
Target sequence (Q13671 whole entry, looked up): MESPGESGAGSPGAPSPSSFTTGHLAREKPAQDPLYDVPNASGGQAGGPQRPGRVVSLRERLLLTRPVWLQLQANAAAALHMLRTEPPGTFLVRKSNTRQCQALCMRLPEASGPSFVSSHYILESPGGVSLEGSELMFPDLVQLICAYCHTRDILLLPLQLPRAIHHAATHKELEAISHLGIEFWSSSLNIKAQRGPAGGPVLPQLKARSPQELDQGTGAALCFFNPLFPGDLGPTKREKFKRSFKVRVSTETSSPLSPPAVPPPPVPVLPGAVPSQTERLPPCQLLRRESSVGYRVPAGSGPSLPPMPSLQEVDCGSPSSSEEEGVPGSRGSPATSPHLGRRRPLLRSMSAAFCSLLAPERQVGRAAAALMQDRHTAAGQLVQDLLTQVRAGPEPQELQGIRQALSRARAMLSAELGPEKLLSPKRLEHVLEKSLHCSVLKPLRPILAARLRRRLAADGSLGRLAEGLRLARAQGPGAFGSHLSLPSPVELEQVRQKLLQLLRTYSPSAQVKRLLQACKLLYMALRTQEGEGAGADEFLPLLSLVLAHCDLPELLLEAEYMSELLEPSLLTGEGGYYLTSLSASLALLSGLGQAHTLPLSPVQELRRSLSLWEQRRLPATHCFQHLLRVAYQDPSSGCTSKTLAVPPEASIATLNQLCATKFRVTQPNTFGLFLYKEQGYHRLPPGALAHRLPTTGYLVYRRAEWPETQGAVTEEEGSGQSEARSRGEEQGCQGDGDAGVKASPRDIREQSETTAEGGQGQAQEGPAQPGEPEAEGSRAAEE
LMPTP inh – LMPTP (human) inhibition; recombinant LMPTP-A, OMFP fluorogenic substrate, fluorescence intensity; inhibition, % at 20 µM; actives 0.22% (n = 360,000); P24666;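 active = compounds that cut the enzyme signal by at least half of the control window in the single-dose screen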;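 also: plate controls were DMSO wells with enzyme plus substrate for no effect and substrate without enzyme for full effect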
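Buffer or medium: Bis-Tris pH 6.0, DTT, detergent; Assay system: LMPTP-A enzyme; Quantity: 0.625 nM enzyme; Detection: endpoint fluorescence intensity; Times: 50 min dark incubation at room temperature; Controls: substrate-only low control, DMSO enzyme-plus-substrate high control; Doses: single 20 µM dose; Read-out: percent inhibition versus substrate-only and uninhibited controls; Reagent: 400 µM OMFP.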
Rpn11 block – inhibitors of human proteasome Rpn11 | O00487 | human 26S proteasome, Ub4-pepOG fluorescence polarization; 20S core pre-blocked with epoxomicin | calls only at 20 µM | actives 0.59% (n = 360,000) | AID 588493;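 active = inhibition at 20 µM, scaled to each plate's controls, above about 33%, limit read from the data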
Scp-1 inhibitor – Scp-1 (human) phosphatase inhibition; Q9GZU7; Recombinant Scp1, phosphopeptide, malachite green phosphate absorbance; inhibition, % at 20 µM; actives 0.88% (n = 340,000); AID 493091;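 active = inhibition above about 50% at 20 µM, limit read from the data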;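 also: plate controls were DMSO wells with enzyme for no effect and wells lacking enzyme for full effect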
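Test system: SCP-1 phosphatase catalytic domain, residues 76-261 | Compound dosing: One concentration, 20 µM, with 1.0% DMSO | Schedule: 45 min room-temperature reaction, 5 min colour, 30 min stabiliser | Detection: Absorbance at 630 nm | Read-out basis: % inhibition of SCP-1 phosphate liberation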
Neddyl block – blocks human cullin neddylation; TR-FRET cullin neddylation, biochemical; actives 0.58% (n = 360,000); calls only at 25 µM; P61081+Q13564; in the data active = inhibition above about 36%
NadD inh – inhibitors of Staphylococcus aureus NadD. purified NadD enzyme, colorimetric absorbance read-out. inhibition, % at 20 µM. actives 0.78% (n = 360,000). AID 602399; in the data active = inhibition above about 26%; also: some compounds past the cut are filed as inactive
DNMT1 block – inhibitors of human DNMT1 | DNMT1 molecular beacon, Hinp1I cleavage, fluorescence | inhibition (reported as % activation of signal), % at 10 µM | actives 0.83% (n = 360,000) | AID 588458; in the data active = inhibition above about 50%
SUMO1-SIM PPI – SUMO1-SIM interaction modulation; P63165; SUMO1 binding to a labelled peptide, TR-FRET, 1 h; inhibition, % at 20 µM; actives 0.33% (n = 360,000); in the data active = inhibition above about 37%
CSN deneddyl inh – inhibitors of human CSN-mediated cullin deneddylation; Q92905; Purified CSN, SCF-Nedd8-OG deneddylation, fluorescence polarization; inhibition, % at 12.5 µM; actives 0.38% (n = 360,000);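 active = pattern-corrected inhibition above about 35%, with an unprinted fluorescence ratio check between 0.5 and 1.5, limit read from the data, passing the limit was not always enough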;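 also: 0% = enzyme with substrate and 100% = substrate without enzyme; some results filed as inactive read as strong as hits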
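Detection – fluorescence polarization · System – HEK293T-derived human Csn5 enzyme · Controls – substrate-only high control, full reaction low control · Timing – 90 min, room temperature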
* hit, by the source's call; i = inactive; nt = no result given.

SMILES	STEP block	Rin1 Abl inh	LMPTP inh	Rpn11 block	Scp-1 inhibitor	Neddyl block	NadD inh	DNMT1 block	SUMO1-SIM PPI	CSN deneddyl inh
COc1ccc(S(=O)(=O)CCC(=O)NCc2ccc(C)o2)cc1	-1	2	0.0	i	3	i	5	2	0	1
CCOC(=O)[C@]12CCCC=C1N(CCc1ccc(OC)c(OC)c1)C(=O)[C@H](CC(=O)NCC13CC4CC(CC(C4)C1)C3)C2	nt	nt	3.5	nt	nt	i	nt	nt	1	-6
Cc1nc(C)n(CC(=O)N2CCCC(C(=O)c3ccc(Cl)cc3C)C2)n1 (stereo not drawn)	1	2	-1.9	i	3	i	0	1	1	7
Cc1cc2c3c([nH]c2cc1S(=O)(=O)N1CCC2(CC1)OCCO2)CCCC3=O	7	6	2.5	i	7	i	2	2	-1	0
Cn1c2c(c(=O)n(C)c1=O)C(NS(=O)(=O)c1ccc(Cl)cc1)(C(F)(F)F)C(=O)N2 (stereo not drawn)	2	6	-0.8	i	1	i	-3	2	2	-1
O=C(O)CCCC(=O)Nc1ccccc1Oc1ccccc1	-1	-3	-1.6	i	-7	i	-10	1	2	-3
CCN1CCc2c(sc(NC(=O)c3ccc(S(=O)(=O)N4CC(C)OC(C)C4)cc3)c2C(N)=O)C1 (stereo not drawn)	-1	-2	4.0	i	-2	i	3	-10	-16	0
CCc1ccc(CN2C(=O)CCC2(C)C(=O)NC2CCCC2)cc1 (stereo not drawn)	2	-2	-0.5	i	-11	i	0	3	2	-2
Cc1cc(NC(=O)CC2(CC(=O)O)CCCC2)n(C)n1	-2	-2	-2.0	i	-13	i	-1	0	-4	4
CC(C)=CCN1CCN(Cc2ccc(Sc3nncn3C)o2)CC1CCO (stereo not drawn)	-3	-2	1.5	i	-5	i	6	5	3	-3
CC[C@]12c3[nH]c4cc(-c5ccco5)ccc4c3CCN1C(=O)[C@@H](CC(=O)NC/C=C(\C)CCC=C(C)C)C[C@@H]2C(=O)N1CCN(C(=O)c2ccco2)CC1	6	3	2.4	i	9	nt	17	-13	4	14
O=C(N/N=C\c1ccc(Cl)s1)c1cccs1	-2	-3	0.4	i	1	i	1	2	-15	4
Cc1c(Cl)c([N+](=O)[O-])nn1CCCC(=O)N1CCN(c2ccccc2)CC1	2	1	-1.0	i	3	i	2	-4	-13	3
N#CC1(Cc2ccccc2Cl)c2ccccc2C=CN1C(=O)c1ccccc1 (stereo not drawn)	5	5	3.5	i	-9	i	2	-1	-3	-1
O=C(CN1CCN(S(=O)(=O)N2CCCCC2)CC1)Nc1ccc(Cl)c(Cl)c1	1	4	0.7	i	-2	i	1	2	-2	6
COc1ccc([N+](=O)[O-])cc1CN1CCN(c2ncc(Cc3ccccc3)cn2)CC1	nt	nt	-1.1	nt	nt	i	nt	nt	-9	4
COc1ccc(NC(=S)Nc2ccccc2SC)c(OC)c1	4	3	0.4	i	-9	i	-2	-7	4	-1
CCCCOC(=O)c1ccc(Nc2ncnc3nc[nH]c23)cc1	4	1	-0.5	i	1	nt	-5	49	4	-2
O=C1CCCN2N=C(SCC(=O)Nc3cccc(C(F)(F)F)c3)SC2=N1	2	1	1.0	i	-4	i	-2	-3	4	-3
Cc1ccccc1CN(C)C(=O)c1ccc2ccccc2n1	0	1	-0.1	i	12	i	-5	3	5	0

Sorted by number of heavy atoms (smallest number first): part of the list above
SMILES	STEP block	Rin1 Abl inh	LMPTP inh	Rpn11 block	Scp-1 inhibitor	Neddyl block	NadD inh	DNMT1 block	SUMO1-SIM PPI	CSN deneddyl inh
CCCCOC(=O)c1ccc(Nc2ncnc3nc[nH]c23)cc1	4	1	-0.5	i	1	nt	-5	49	4	-2
CCc1ccc(CN2C(=O)CCC2(C)C(=O)NC2CCCC2)cc1 (stereo not drawn)	2	-2	-0.5	i	-11	i	0	3	2	-2
N#CC1(Cc2ccccc2Cl)c2ccccc2C=CN1C(=O)c1ccccc1 (stereo not drawn)	5	5	3.5	i	-9	i	2	-1	-3	-1

The listing continues:
SMILES	STEP block	Rin1 Abl inh	LMPTP inh	Rpn11 block	Scp-1 inhibitor	Neddyl block	NadD inh	DNMT1 block	SUMO1-SIM PPI	CSN deneddyl inh
CCc1nc2c(sc3nc4c(cc32)COC(C)(C)C4)c(=O)n1Cc1ccco1	5	-1	0.9	i	0	i	13	1	7	3
COCCn1c(SCC(=O)c2[nH]c(C)c(C(C)=O)c2C)nc2ccccc2c1=O	11	1	-1.7	i	1	i	-5	1	1	4
CCOC(=O)C1(Cc2ccccc2C)CCCN(C(=O)CCc2c(C)noc2C)C1 (stereo not drawn)	-2	2	0.8	i	-6	i	-1	3	1	3
N#CCC(=O)Nc1ccc(C(=O)NNC(=S)NC2CCCCC2)cc1	0	3	-2.2	i	0	i	2	-2	2	-5
O=C(Cc1ccccc1)N1CCN=C1SCc1ccc([N+](=O)[O-])cc1	-4	-2	-0.9	i	-3	i	6	-1	-14	-15
Cc1ccc(C)c(N2CCN(C(=O)C34CC5CC(C3)CC(n3nnc(C)n3)(C5)C4)CC2)c1	7	-8	2.8	i	-7	i	-1	-3	2	-2
CCn1c(/C=C/c2ccc(O)c(O)c2)nc2ccccc2c1=O	3	3	4.9	i	9	i	10	-12	-14	19
CCN(CC)CCCN1CC(O)=C(c2nc3ccccc3s2)C1=N	0	-1	0.3	i	9	i	-3	-2	1	-2
COc1ccc(CNc2ccc3c(c2)nc(C)n3C)cc1	-3	-4	2.0	i	-13	i	-6	-19	-10	-8
COc1ccccc1N(C)S(=O)(=O)c1ccc(C(=O)NCc2ccc3c(c2)OCO3)cc1	1	-1	1.4	i	-9	i	-10	-3	-2	-1
N#C/C(=C\C=C\c1ccccc1)c1nc(-c2ccc3c(c2)OCO3)cs1	-8	-3	2.0	i	-8	i	8	4	-11	3
Cc1ccc(N2C3=C(C(=O)CC(C)(C)C3)C(c3cn(C)nc3C)C3=C2CC(C)(C)CC3=O)cc1	-5	-14	0.9	i	-7	i	5	-6	-6	-26
Cc1ccc(/C=C/C(=O)OCC(=O)N(C)c2c(N)n(Cc3ccccc3)c(=O)[nH]c2=O)o1	4	-3	0.1	i	nt	i	0	8	-17	3
COc1ccc(OCC(=O)N/N=C(\CCC(=O)O)c2cccs2)cc1	-6	-1	-0.8	i	3	i	-4	-3	-2	15
CCOC(=O)c1c(C)[nH]c(C)c1C(=O)COC(=O)c1ccc([N+](=O)[O-])s1	2	1	1.1	i	11	i	2	23	-24	4
CCOC(=O)N1CCN(c2c(NCCN3CCN(Cc4ccccc4)CC3)c(=O)c2=O)CC1	-2	-4	-0.4	i	-9	i	-6	7	1	0
Cn1ncc2cc(NC(=S)NC(=O)c3ccccc3)ccc21	3	-3	1.0	i	-4	i	3	-4	-1	-4
CC(C)Oc1ccc(N2CC(C(=O)Nc3ccccn3)CC2=O)cc1 (stereo not drawn)	-2	-3	0.4	i	2	i	-8	6	3	1
C=CCNC(=O)c1ccc(OC)cc1	-3	-2	-2.2	i	12	i	-9	-2	-1	0
Clc1ccc(-c2nnc3sc(-c4ccc(Br)o4)nn23)c(Cl)c1	-8	2	-1.3	i	8	i	5	35	-1	9

Individual results from the list.
SUMO1-SIM PPI result of `COc1ccc(CNc2ccc3c(c2)nc(C)n3C)cc1` = -10
SUMO1-SIM PPI result of `N#C/C(=C\C=C\c1ccccc1)c1nc(-c2ccc3c(c2)OCO3)cs1` = -11

Later entries
SMILES	STEP block	Rin1 Abl inh	LMPTP inh	Rpn11 block	Scp-1 inhibitor	Neddyl block	NadD inh	DNMT1 block	SUMO1-SIM PPI	CSN deneddyl inh
Clc1ccc(C2[C@H]3CN(Cc4cccnc4)[C@H](c4ccccc4)C34CC2(c2cccnc2)C4)cn1 (stereo partly drawn)	0	59*	2.2	i	12	i	12	-4	1	10
CC(=O)N1CCN(S(=O)(=O)c2cccc(C(=O)Nc3nc4ccccc4[nH]3)c2)CC1	-4	1	1.1	i	1	i	-2	3	10	-4
CCCCNC(=O)CCCCn1c(=S)[nH]c2c([nH]c3ccc(OC)cc32)c1=O	-1	0	1.3	i	-24	i	11	35	0	4
Nc1ccn([C@@H]2O[C@H](C(=O)NCc3ccc4c(c3)OCO4)[C@@H](O)[C@H]2O)c(=O)n1	-2	1	-0.9	i	nt	i	-6	-3	5	-4
COc1ccc([C@H]2C[C@@H](n3cc(C4CC4)nn3)[C@H](O)CN2C(=O)C2CCCCC2)cc1	1	-1	-1.7	i	nt	i	2	6	5	2
CCCNC(=O)N1c2ccccc2Sc2ccccc21	-1	2	-0.4	i	-13	i	-3	-1	0	1
CCOC(=O)CN1C(=O)C2Cc3ccccc3CN2C1=S (stereo not drawn)	3	4	-2.7	i	-1	i	-3	-1	9	-2
O=c1oc(-c2ccccc2Cl)nc2ccsc12	1	-4	0.1	i	0	i	-3	4	0	11
CCOC(=O)CC(C#N)c1cn(C)c2ccccc12 (stereo not drawn)	-2	-3	0.8	i	-4	i	-4	-14	-1	3
CCO[C@@H]1OC(C(=O)NCc2nc3ccccc3[nH]2)=C[C@H](c2coc3ccccc3c2=O)[C@H]1CCCO	-3	3	-0.5	i	-3	i	2	0	5	2
CN1CCN(C(=O)CN(Cc2ccccc2)S(C)(=O)=O)CC1	-2	-1	0.1	i	6	i	-1	-3	-1	2
NC(=O)C1CCN(Cc2nc(-c3cccs3)no2)CC1	-1	-1	-2.1	i	-9	i	6	1	5	2
COC(=O)[C@@]1(C)[C@H]2C(=O)N(Cc3ccccc3)C(=O)[C@H]2[C@H]2CN=C(SCC3CC3)N21	-1	0	-2.7	i	4	i	7	4	1	7
COc1ccc(CN2C(=O)C(C)N(C(=O)c3c(F)cccc3F)c3ccccc32)cc1 (stereo not drawn)	3	3	0.1	i	-17	i	-13	-2	7	2
Cc1cccc(NS(=O)(=O)c2cc(C(=O)N3CCc4ccccc4C3)ccc2Cl)c1C	-2	1	2.9	i	-14	i	-2	-4	6	0
Cc1nnc(SCc2ccccc2CSc2nnc(C)s2)s1	-2	3	-0.6	i	-5	i	-5	2	6	-2
COc1ccccc1C1/C(=C(/O)c2ccc(C)cc2)C(=O)C(=O)N1Cc1ccco1 (stereo not drawn)	4	-2	7.8	i	-5	i	18	3	-3	-1
CCCC(c1nnnn1CS(=O)(=O)c1ccc(C)cc1)N1CCC(C(N)=O)CC1 (stereo not drawn)	-1	2	-1.2	i	3	i	-2	0	1	-5
COc1ccccc1NC(=O)C(C/C=C(\C)Cl)C(C)=O (stereo not drawn)	0	2	-1.8	i	16	i	-2	0	3	-2
COc1ccc2c(c1)c1ncn(CCN3CCCC3)c(=O)c1n2C	5	-4	1.1	i	-5	nt	-7	-3	-2	-1
CN1C(=O)c2cccc(NC(=O)C3CCCCC3)c2C1=O	2	0	-0.7	i	-12	i	-1	-1	-17	-1
CCCCCCCC(=O)N1c2ccccc2NC(=O)C1CC(=O)Nc1ccc(C(=O)O)cc1 (stereo not drawn)	1	-3	-1.2	i	-2	i	-2	-2	-5	-2
